# Source: PubChem (Broad Institute)
# IDE exosite inh = exo-site inhibitors of human insulin-degrading enzyme; z-score at 20 µM; purified IDE, FL-6b probe fluorescence polarization; active compounds read low; P14735; 6.3% of 17,000 active; AID 1259349;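 active = z-score of -3 or lower, meaning strong loss of probe binding signal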;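 note: His-tagged human IDE residues 42-1019 made in E. coli with 30 nM FL-6b probe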
# Target sequence (P14735 42-1019 limits assumed): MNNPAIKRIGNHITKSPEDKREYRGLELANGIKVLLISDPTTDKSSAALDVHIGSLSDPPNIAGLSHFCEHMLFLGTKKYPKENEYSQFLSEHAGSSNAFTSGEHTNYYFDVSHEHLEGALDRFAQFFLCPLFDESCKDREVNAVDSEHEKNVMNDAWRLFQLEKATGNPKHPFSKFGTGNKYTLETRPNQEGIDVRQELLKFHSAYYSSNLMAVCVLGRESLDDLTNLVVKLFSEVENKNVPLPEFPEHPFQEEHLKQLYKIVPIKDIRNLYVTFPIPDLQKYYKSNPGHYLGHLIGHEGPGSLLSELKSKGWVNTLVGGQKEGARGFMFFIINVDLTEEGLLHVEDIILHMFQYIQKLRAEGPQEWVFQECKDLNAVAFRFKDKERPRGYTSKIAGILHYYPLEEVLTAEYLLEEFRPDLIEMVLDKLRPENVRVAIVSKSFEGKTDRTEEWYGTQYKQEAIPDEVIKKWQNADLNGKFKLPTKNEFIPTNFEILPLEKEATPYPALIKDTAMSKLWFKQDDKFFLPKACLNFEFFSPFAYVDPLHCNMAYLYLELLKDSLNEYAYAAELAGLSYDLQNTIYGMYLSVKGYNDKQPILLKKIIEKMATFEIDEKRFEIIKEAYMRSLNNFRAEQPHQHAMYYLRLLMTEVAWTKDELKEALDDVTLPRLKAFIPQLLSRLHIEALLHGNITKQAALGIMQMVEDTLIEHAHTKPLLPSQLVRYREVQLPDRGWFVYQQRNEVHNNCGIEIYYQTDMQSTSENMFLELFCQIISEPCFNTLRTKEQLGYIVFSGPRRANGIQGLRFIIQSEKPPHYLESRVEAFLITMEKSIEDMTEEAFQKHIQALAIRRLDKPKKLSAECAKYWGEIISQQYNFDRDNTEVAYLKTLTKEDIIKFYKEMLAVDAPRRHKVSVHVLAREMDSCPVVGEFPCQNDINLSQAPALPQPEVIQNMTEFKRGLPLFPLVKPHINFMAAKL
# * hit, by the source's call; & = joins results of further samples. Some of the compounds tested, so the mix of outcomes need not match the whole.
SMILES,IDE exosite inh
O=S(=O)(c1ccccc1F)N1CCCCN2[C@@H](CO)[C@@H](c3ccc(-c4ccccc4)cc3)[C@@H]2C1,0.014
Cc1ccc(S(=O)(=O)Nc2ccc3c(c2)CC(=O)N([C@@H](C)CO)C[C@H](C)[C@H](CN(C)S(=O)(=O)c2ccccc2)O3)cc1,-0.088
CN1CCCCN2[C@H](CO)[C@@H](c3ccc(-c4ccccc4)cc3)[C@H]2C1,-0.23
COc1ccc(C#Cc2ccc([C@H]3[C@@H](CO)N4CCCCN(C(=O)Nc5cccc(F)c5)C[C@@H]34)cc2)cc1,3.6
COc1cccc(C(=O)Nc2ccc3c(c2)C(=O)N(C)[C@H]2CC[C@@H](CC(=O)NCc4ccc(F)cc4)O[C@H]2CO3)c1,-2.9
CO[C@H](CN(C)C(=O)c1cc(Cl)cc(Cl)c1)[C@H](C)CN(C(=O)Nc1ccc(F)cc1)[C@@H](C)CO,0.96
O=S(=O)(c1ccccc1F)N1CC[C@@H]2[C@H](CO)Nc3ccc(C4=CCCCC4)cc3[C@@H]21,1.9
COc1ccc(NC(=O)N2CCCCN3[C@H](CO)[C@@H](c4ccc(C#CCC(C)C)cc4)[C@H]3C2)cc1,2.7
CN1CCN(C(=O)C[C@@H]2CC[C@H]3[C@@H](COC[C@@H](O)CN3Cc3cccc(-c4ccncc4)c3)O2)CC1,1.9
Cc1noc(C)c1NC(=O)N1C[C@H](O)COC[C@H]2O[C@@H](CC(=O)NCC3CC3)CC[C@@H]21,-0.35
C/C=C/c1ccc([C@@H]2[C@H]3CN(C(=O)c4ccncc4)CC(=O)N3[C@H]2CO)cc1,-0.28
CCC(=O)N1CCCCN2[C@H](C1)[C@H](c1ccc(-c3cccnc3)cc1)[C@@H]2CO,2.5
COc1ccc(CNC(=O)C[C@@H]2CC[C@H](NC(=O)CN(C)C)[C@H](CO)O2)cc1,1.8
N#C[C@@H]1[C@@H](c2ccc(/C=C/c3ccccc3)cc2)[C@@H](CO)N1C(=O)Cc1ccccn1,-9.5*
COc1ccccc1NC(=O)N1CC(=O)N2[C@@H](CO)[C@H](c3ccc(C#CC(C)C)cc3)[C@@H]2C1,0.036
CS(=O)(=O)N1CC(=O)N2[C@H](CO)[C@@H](c3ccc(C#Cc4ccc(F)cc4)cc3)[C@H]2C1,0.85
O=C(C[C@H]1CC[C@@H]2[C@H](COC[C@@H](O)CN2Cc2cccc(Cl)c2)O1)NCc1cccc(F)c1,0.29
CNC[C@@H]1OCc2ccccc2-c2ccccc2C(=O)N([C@@H](C)CO)C[C@H]1C,1.1
CCS(=O)(=O)N1CCC2(CC1)CN(C(=O)Nc1c(C)noc1C)[C@H](CO)c1c2c2ccc(OC)cc2n1C,-0.94
COc1ccc(-c2ccc([C@@H]3[C@H](CO)N4C(=O)CN(C(=O)c5ccccc5)C[C@@H]34)cc2)cc1,-0.2
CN1C(=O)c2cc(NC(=O)NCc3ccccc3)ccc2OC[C@@H]2O[C@@H](CC(=O)NCC3CCCCC3)CC[C@@H]21,0.36
C[C@@H]1CN([C@H](C)CO)C(=O)c2ccccc2-c2ccccc2CO[C@@H]1CN(C)C(=O)[C@H]1CCCN1C,0.2
O=C(CC(F)(F)F)N1C[C@H]2[C@@H](c3ccccc31)[C@@H](CO)N2CC1CCOCC1,-0.027
C[C@H](CO)N1C[C@H](C)[C@@H](CN(C)C(=O)Nc2ccccc2F)Oc2cc(Br)ccc2S1(=O)=O,1.7
O=C(C[C@@H]1CC[C@@H]2[C@H](COC[C@H](O)CN2CCC(F)(F)F)O1)NCc1ccc2c(c1)OCO2,-0.87
# (continued)
SMILES,IDE exosite inh
CN(C[C@@H]1N[C@H](CO)[C@@H]1c1ccc(-c2ccccc2)cc1)C(=O)C1CCC1,1.1
CO[C@@H]1CN(C)C(=O)c2cc(NC(=O)Nc3cc(F)ccc3F)ccc2OC[C@H](C)NC[C@@H]1C,1.3&0.29
COc1ccc(S(=O)(=O)Nc2ccc3c(c2)[C@@H]2C[C@@H](CC(=O)N(C)C)O[C@H](CO)[C@@H]2O3)cc1,-0.96
COc1ccc2c3c(n(C)c2c1)[C@@H](CO)N(C(=O)NC(C)C)CC31CCN(CC2CCOCC2)CC1,0.91
O=C(CC1CC1)N1CC(=O)N2[C@H](CO)[C@H](c3ccc(C#Cc4ccccc4)cc3)[C@H]2C1,-16*
CCN(C[C@@H]1[C@@H](c2ccccc2)[C@@H](CO)N1C(=O)COC)S(C)(=O)=O,-2.1
O=C(NC[C@H]1[C@H](c2ccccc2)[C@@H](CO)N1C(=O)C1CCC1)NC1CCCC1,0.075
Cc1ccccc1-c1ccccc1[C@@H]1[C@@H](C#N)N(C(=O)c2ccccc2)[C@H]1CO,-0.34
CC[C@@H]1C/C=C\C[C@H](c2ccccc2)NC(=O)CCC(=O)N1,1
C[C@@H]1CN([C@@H](C)CO)C(=O)c2cccc(N(C)C)c2O[C@H]1CN(C)C(=O)Nc1ccc(F)cc1,0.55
C/C=C/c1ccc([C@@H]2[C@@H](C#N)N(C(=O)CN3CCOCC3)[C@H]2CO)cc1,1.1
COc1ccc(-c2ccc([C@H]3[C@@H](CO)N4C(=O)CN(C(=O)C5CCOCC5)C[C@@H]34)cc2)cc1,0.45
O=C(Nc1ccccc1F)N1CC(=O)N2[C@H](C1)[C@@H](c1ccc(C#Cc3ccc(F)cc3)cc1)[C@@H]2CO,4.2
O=C(CC1CC1)N1CC2(C1)[C@H](c1ccccc1)[C@@H](CO)N2S(=O)(=O)Cc1ccccc1,0.88
CCC(=O)N1CC2(CCN(Cc3ccc(Cl)cc3)CC2)c2c(n(C)c3cc(OC)ccc23)[C@@H]1CO,-0.017
O=C(C1CCOCC1)N1CC(=O)N2[C@H](CO)[C@@H](c3ccc(Br)cc3)[C@@H]2C1,-2.6
NCC[C@@H]1CC[C@@H](NC(=O)Cc2ccncc2)[C@@H](CO)O1,3.1
C/C=C/c1ccc([C@@H]2[C@@H](CO)N(C(=O)c3ccccc3)[C@@H]2CNC(C)C)cc1,5.7
N#Cc1ccc(-c2ccc([C@H]3[C@H](CO)N4CCCCN(C(=O)Nc5ccc(F)cc5)C[C@@H]34)cc2)cc1,1.1
COCC(=O)N1CC(=O)N2[C@H](C1)[C@H](c1ccc(C#CC3CCCC3)cc1)[C@@H]2CO,0.5
Cc1ccccc1-c1ccc([C@H]2[C@H]3CN(C(=O)c4ccncc4)CC(=O)N3[C@H]2CO)cc1,0.38
COc1ccc(-c2ccc([C@H]3[C@@H](CO)N4CCCCN(CC5CCOCC5)C[C@H]34)cc2)cc1,-0.35
Cc1ccccc1-c1ccc([C@@H]2[C@@H](CO)N3C(=O)CN(C(=O)Nc4ccc(F)cc4)C[C@@H]23)cc1,-11*
C/C=C/c1ccc([C@H]2[C@H](CO)N(S(C)(=O)=O)[C@H]2CNCC2CCC2)cc1,0.0078
C[C@H]1CN([C@@H](C)CO)C(=O)c2cc(-c3cccc(C#N)c3)cnc2O[C@@H]1CN(C)C(=O)C1CCOCC1,-1.2

# Another view of some results above:
> CN(C[C@@H]1N[C@H](CO)[C@@H]1c1ccc(-c2ccccc2)cc1)C(=O)C1CCC1
  IDE exosite inh: 1.1
> C[C@H]1CN([C@@H](C)CO)C(=O)c2cc(-c3cccc(C#N)c3)cnc2O[C@@H]1CN(C)C(=O)C1CCOCC1
  IDE exosite inh: -1.2
> NCC[C@@H]1CC[C@@H](NC(=O)Cc2ccncc2)[C@@H](CO)O1
  IDE exosite inh: 3.1
> COc1ccc(S(=O)(=O)Nc2ccc3c(c2)[C@@H]2C[C@@H](CC(=O)N(C)C)O[C@H](CO)[C@@H]2O3)cc1
  IDE exosite inh: -0.96

# Additional compounds:
SMILES,IDE exosite inh
CN(C)CC#Cc1ccc([C@H]2[C@@H](CO)N3C(=O)CN(C(=O)c4cccnc4)C[C@@H]23)cc1,2.9
C[C@@H]1CN([C@@H](C)CO)C(=O)CCCn2cc(nn2)CO[C@@H]1CN(C)C(=O)NC1CCCCC1,-1.8
CCC(=O)N(C)C[C@@H]1[C@H](c2ccc(-c3cccnc3)cc2)[C@H](CO)N1C(C)=O,0.68
Cc1noc(C)c1S(=O)(=O)N(C)C[C@H]1OCc2ccccc2-c2ccccc2C(=O)N([C@H](C)CO)C[C@H]1C,0.76
C[C@H](CO)N1C[C@H](C)[C@@H](CN(C)C(=O)Nc2cccc3ccccc23)OCc2cn(nn2)CCCC1=O,-0.032
COc1ccc(-c2ccc([C@H]3[C@@H](CO)N4CCCCN(C(=O)NC(C)C)C[C@@H]34)cc2)cc1,-6.3*
N#C[C@H]1[C@@H](c2ccc(-c3ccccc3F)cc2)[C@H](CO)N1C(=O)C1CC1,-0.079
O=C(NC1CCCC1)N1CC(=O)N2[C@H](CO)[C@@H](c3ccc(-c4cccnc4)cc3)[C@@H]2C1,-12*
CCC(=O)NC[C@@H]1[C@H](c2ccc(-c3cccc(F)c3)cc2)[C@H](CO)N1C(=O)CC,-0.77
CCS(=O)(=O)N1[C@H](C#N)[C@@H](c2ccc(C#CC(C)C)cc2)[C@H]1CO,0.077
CCCC#Cc1ccc([C@H]2[C@@H](CO)N3C(=O)CN(C(=O)c4ccccn4)C[C@@H]23)cc1,2.4
O=S(=O)(c1ccc(F)cc1)N1CCCCN2[C@H](C1)[C@H](c1ccc(C#CC3CC3)cc1)[C@@H]2CO,0.41
OC[C@@H]1[C@H]2c3ccccc3NC[C@H]2N1CC1CCOCC1,2.2
COc1cccc(-c2ccccc2[C@H]2[C@@H](C#N)N(C(=O)c3ccccn3)[C@@H]2CO)c1,-0.39
O=C(N[C@@H]1C=C[C@H](CC(=O)N2CCN(c3ccccc3)CC2)O[C@@H]1CO)c1ccccc1,2.7
C[C@H]1CN([C@@H](C)CO)C(=O)c2cc(NC(=O)Nc3cccc4ccccc34)ccc2O[C@H]1CN(C)S(=O)(=O)c1cccs1,1.1
N#C[C@H]1[C@H](c2ccccc2C2=CCCCC2)[C@@H](CO)N1C(=O)c1cccc(F)c1,1.5
O=C(c1ccc(F)cc1)N1CCCCN2[C@H](C1)[C@H](c1ccc(/C=C/c3ccccc3)cc1)[C@@H]2CO,5.3
CC(C)(C)[S@@](=O)N1Cc2cc(C(=O)NC3CCC3)nc(-c3cccc(-c4ccccc4F)c3)c2[C@H]1CCO,-1.5
CC(C)N(C[C@H]1N[C@H](CO)[C@H]1c1ccccc1)S(=O)(=O)c1ccccc1,0.38
N#Cc1cccc(-c2ccc(C3[C@H]4CNC[C@@H]3N4Cc3cc(F)ccc3F)cc2)c1 (some centres not stated),0.55&0.42
C[C@H](CO)N1C[C@H](C)[C@@H](CN(C)C(=O)c2ccncc2)OCCCC[C@H](C)Oc2ccc(NC(=O)CCC(F)(F)F)cc2C1=O,0.67
CCS(=O)(=O)Nc1ccc2c(c1)C(=O)N(C)C[C@H](OC)[C@H](C)CN(CC1CCCCC1)[C@@H](C)CO2,0.59
O=C(c1ccccc1)N1CC(=O)N2[C@H](C1)[C@H](c1ccc(-c3ccccc3)cc1)[C@@H]2CO,-1.1
COc1cccc(-c2ccc([C@@H]3[C@@H](CO)N4C(=O)CN(C(=O)c5ccncc5)C[C@@H]34)cc2)c1,-2.8

# 4 compounds from above, sorted by length of the SMILES, smallest number first.
SMILES,IDE exosite inh
NCC[C@@H]1CC[C@@H](NC(=O)Cc2ccncc2)[C@@H](CO)O1,3.1
CCC(=O)N1CCCCN2[C@H](C1)[C@H](c1ccc(-c3cccnc3)cc1)[C@@H]2CO,2.5
N#C[C@H]1[C@H](c2ccccc2C2=CCCCC2)[C@@H](CO)N1C(=O)c1cccc(F)c1,1.5
C[C@@H]1CN([C@@H](C)CO)C(=O)CCCn2cc(nn2)CO[C@@H]1CN(C)C(=O)NC1CCCCC1,-1.8

# (list continues)
SMILES,IDE exosite inh
O=C(C1CC1)N1CCCCN2[C@H](CO)[C@H](c3ccc(-c4cccc(F)c4)cc3)[C@@H]2C1,-0.92
CCC(=O)N1CCCCN2[C@@H](CO)[C@H](c3ccc(C#CCOC)cc3)[C@@H]2C1,2.8
C[C@@H]1CN([C@@H](C)CO)C(=O)CCCn2cc(nn2)CO[C@H]1CN(C)C(=O)Nc1ccc2c(c1)OCO2,-0.51
COCC(=O)Nc1ccc2c(c1)[C@@H]1C[C@H](CC(=O)N[C@H](C)c3ccccc3)O[C@@H](CO)[C@@H]1O2,0.33
O=S(=O)(c1ccccc1)N1[C@@H]2CNC[C@H]1C2c1ccc(-c2ccc(F)cc2)cc1 (some centres not stated),1.9
Cc1noc(C)c1NC(=O)Nc1ccc2c(c1)C(=O)N([C@@H](C)CO)C[C@@H](C)[C@@H](CN(C)S(=O)(=O)c1cccs1)OCCCC[C@@H](C)O2,0.8
CCCC#Cc1ccc([C@H]2[C@H](CO)N3C(=O)CN(C(=O)Nc4ccc(F)cc4)C[C@@H]23)cc1,2.9
CO[C@@H]1CN(C)C(=O)c2ccc(NC(=O)Nc3cc(F)ccc3F)cc2OC[C@@H](C)N(C(=O)c2ccccn2)C[C@H]1C,-1.2
CCCNC(=O)N1C[C@@H]2[C@H](c3ccccc31)[C@@H](CO)N2Cc1cccc(OC)c1,3.7
CCC(=O)NC[C@@H]1[C@H](c2ccc(C3=CCCC3)cc2)[C@H](CO)N1C(=O)C1CC1,4.8
C[C@H](CO)N1C[C@H](C)[C@@H](CN(C)Cc2cccc3c2OCCCO3)OCc2cnnn2CCCC1=O,-1.2
c1ccc(-c2ccc(C3[C@H]4CNC[C@@H]3N4Cc3cccc(-c4ccncc4)c3)cc2)cc1 (some centres not stated),2.9
C/C=C/c1ccc([C@@H]2[C@H](CO)N(C(C)=O)[C@H]2CNC(=O)c2ccccc2)cc1,-0.46
COCC(=O)N1CCCCN2[C@H](CO)[C@@H](c3ccc(-c4ccc(F)cc4)cc3)[C@H]2C1,1.3
COc1ccc(CNC(=O)N(C)C[C@@H]2OCc3ccccc3-c3c(n(C)c4ccccc34)C(=O)N([C@H](C)CO)C[C@@H]2C)cc1,0.43
